# POLI inh: blocks human DNA polymerase iota activity; Pol iota fluorescent replication assay, 10 min; actives 1% (n = 390,000); Q9UNA4; AID 588590; Potency, µM (titrated, usually from 115 µM), without a hit: top-dose activity, negative = inhibition, most hits filed as inhibitors
#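 Fluorescent replication assay read twice, at 0 min and 10 min after adding 50 nM (final) substrate. Enzyme (10 nM) and compounds were first incubated 15 min at room temperature; enzyme-free buffer wells were negative controls.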
# BAZ2B inh: BAZ2B (human) inhibition; actives 4.4% (n = 360,000); Q9UIF8; Potency, µM (doses to about 114 µM), inactives show at the highest dose activity change, negative = inhibition, hits mostly inhibitors; AID 504333; AlphaScreen BAZ2B-H3K14Ac peptide displacement; note: % is set by controls: 0 for no effect and ±100 for the full control effect; nearly all actives have a fitted effect of over 60% in size
#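 Inhibition is scored as reduced AlphaScreen emission. The BAZ2B/b-H3(5-23)K14Ac complex (50 nM each) in PBS pH 7.4, 0.01% Tween-20 meets compound (up to 110 uM) for 30 min at RT before bead addition.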
# Pol eta inh: inhibitors of human DNA polymerase eta | Potency, µM (series often up to 114 µM), for inactives: at the highest dose activity change, negative = inhibition, hits mostly inhibitors | recombinant Pol eta, fluorescent DNA replication assay | actives 1.2% (n = 390,000) | Q9Y253; note: % is set by controls: 0 for no effect and ±100 for the full control effect
#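 Fluorescent replication assay: 50 nM final substrate added after a 15 min room-temperature compound preincubation with 10 nM enzyme. Signal taken at 0 min and again at 10 min.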
# Pol beta inh: inhibitors of human DNA polymerase beta | P06746 | Pol beta primer extension/strand displacement, fluorescence kinetic | AID 485314 | Potency, µM (top dose mostly 114 µM), without a hit: at the top dose activity change, negative = inhibition, most hits filed as inhibitors | actives 1.3% (n = 340,000); note: % is set by controls: 0 for no effect and ±100 for the full control effect
#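 Values derive from four-parameter Hill fits of normalized kinetic data: reads at 0 and 10 min following addition of 50 nM substrate to 10 nM Pol beta preincubated 15 min with compound.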
# G9a block: blocks human histone lysine methyltransferase G9a; G9a H3K9 monomethylation, AlphaScreen, 2 h; Potency, µM (doses to about 102 µM), for inactives: at the highest dose activity, negative = inhibition, actives largely listed as inhibitors; actives 8.8% (n = 350,000); note: % is set by controls: 0 for no effect and ±100 for the full control effect; nearly all actives have a fitted effect of over 75% in size
#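 G9a (20 nM) preincubated 15 min RT with compounds, then 500 nM biotinylated H3K9 peptide and 20 uM SAM added; 2 h RT reaction. Monomethyl-H3K9 product detected by AlphaScreen with anti-H3K9me1 antibody, streptavidin donor and anti-rabbit IgG acceptor beads.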
# BLM helicase inh: Bloom syndrome helicase (human) inhibition | recombinant BLM DNA unwinding, fluorescence dequenching | Potency, µM (doses to about 56.1 µM), without a hit: at the highest dose activity change, negative = inhibition, actives largely listed as inhibitors | actives 0.2% (n = 350,000);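 note: plate controls were vehicle for no effect and no enzyme for full effect; nearly all actives have a fitted effect of over 35% in size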
# Pol kappa inh: inhibitors of human DNA polymerase kappa; actives 0.53% (n = 400,000); Q9UBT6; Potency, µM (doses to about 107 µM), without a hit: at the top dose activity, negative = inhibition, most hits filed as inhibitors; purified Pol kappa, fluorescent DNA synthesis assay, 10 min; note: % is set by controls: 0 for no effect and ±100 for the full control effect
#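 50 nM final substrate added after 15 min RT preincubation of 10 nM Pol kappa with compound; fluorescence read at 0 and 10 min.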
# APEX1 inh: inhibitors of human APE1 endonuclease | P27695 | recombinant APE1, TAMRA/BHQ-2 abasic DNA cleavage fluorescence | Potency, µM (titrated, usually from 65.8 µM), without a hit: at the highest dose activity change, negative = inhibition, hits mostly inhibitors | actives 0.35% (n = 350,000) | AID 2517;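 note: plate controls were vehicle for no effect and reference inhibitor for full effect; nearly all actives have a fitted effect of over 55% in size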
#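 0.75 nM APE1 + cpd, 15 min RT; start w/ 50 nM TAMRA/BHQ-2 THF-abasic dsDNA; kinetic fluor 525/598 nm ×3 reads @60 s; Δ(read3−read1); normalized to DMSO and NSC13755 control wells.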
# JMJD2A Tudor: blocks the human JMJD2A Tudor domain. actives 4.4% (n = 390,000). AlphaScreen JMJD2A-Tudor / H3K4me3 peptide binding. O75164. Potency, µM (doses to about 114 µM), for inactives: at the highest dose activity change, negative = inhibition, hits mostly inhibitors; note: % is set by controls: 0 for no effect and ±100 for the full control effect; nearly all actives have a fitted effect of over 50% in size
# Target sequence (O75164 whole entry, looked up, the tested form may be a part): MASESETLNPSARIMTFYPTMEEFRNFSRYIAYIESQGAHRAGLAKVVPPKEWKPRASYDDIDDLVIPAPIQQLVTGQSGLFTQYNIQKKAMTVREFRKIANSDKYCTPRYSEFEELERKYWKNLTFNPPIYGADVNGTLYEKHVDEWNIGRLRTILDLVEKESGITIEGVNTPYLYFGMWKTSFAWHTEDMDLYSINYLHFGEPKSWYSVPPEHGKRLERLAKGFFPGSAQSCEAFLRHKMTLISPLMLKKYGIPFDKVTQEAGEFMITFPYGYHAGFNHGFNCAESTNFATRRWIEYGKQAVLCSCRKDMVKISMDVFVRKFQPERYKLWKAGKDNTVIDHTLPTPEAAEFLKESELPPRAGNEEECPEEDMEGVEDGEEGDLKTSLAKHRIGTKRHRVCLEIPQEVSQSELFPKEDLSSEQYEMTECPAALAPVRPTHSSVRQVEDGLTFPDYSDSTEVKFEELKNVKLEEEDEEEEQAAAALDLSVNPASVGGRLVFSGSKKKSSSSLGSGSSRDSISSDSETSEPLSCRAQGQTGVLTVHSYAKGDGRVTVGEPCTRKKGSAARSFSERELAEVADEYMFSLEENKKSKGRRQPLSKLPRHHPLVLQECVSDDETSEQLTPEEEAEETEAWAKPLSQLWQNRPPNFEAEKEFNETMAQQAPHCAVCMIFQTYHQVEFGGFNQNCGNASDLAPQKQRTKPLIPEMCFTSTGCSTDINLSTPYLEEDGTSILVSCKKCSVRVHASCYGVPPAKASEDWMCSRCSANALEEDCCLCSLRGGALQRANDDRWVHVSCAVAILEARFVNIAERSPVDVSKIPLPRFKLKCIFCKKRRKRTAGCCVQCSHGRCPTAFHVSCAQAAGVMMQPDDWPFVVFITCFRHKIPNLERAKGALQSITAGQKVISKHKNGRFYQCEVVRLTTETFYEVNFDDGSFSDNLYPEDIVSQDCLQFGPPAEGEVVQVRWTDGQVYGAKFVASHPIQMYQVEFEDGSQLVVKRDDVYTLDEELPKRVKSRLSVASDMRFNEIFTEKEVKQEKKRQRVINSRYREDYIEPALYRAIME
# An asterisk follows results filed as active; ? = inconclusive; / = no result given; [ ] = another dose, or the depositor's remark. Calls come from the whole dose curve; as a rule, active = well fitted curve in the direction sought with a large enough effect; inconclusive = small, poorly fitted or top-dose-only effect, or another doubt; inactive = no such curve, though single readings can be large; an effect the other way counts as inactive or inconclusive. Potency is the fitted concentration of half-maximal effect. Only part of the results is shown; rates above refer to the full screens.
# Field names: A = POLI inh; B = BAZ2B inh; C = Pol eta inh; D = Pol beta inh; E = G9a block; F = BLM helicase inh; G = Pol kappa inh; H = APEX1 inh; I = JMJD2A Tudor
COc1cc(OC)cc(C(=O)NCC(=O)OCC(=O)NC(C)(C)C)c1
  A = 6%; B = 0%; C = -19%; D = 22%; E = -10%[59 µM]; F = 1%; G = -13%; H = ?; I = -11%[57.1 µM]

Cc1cc(C)cc(NC(=O)CCN2CCCC2)c1
  A = 20%; B = 7%; C = -14%; D = -2%; E = -8%; F = -2%; G = 9%; H = 1%; I = -3%

CCCn1c(SCC(=O)N2c3ccccc3Sc3ccccc32)nc2ccccc21
  A = 25%; B = 8%; C = -6%; D = 5%; E = 0%[59 µM]; F = -6%; G = -8%; H = -2%; I = -17%

Cc1nc(NCc2ccc(S(N)(=O)=O)cc2)c2c(C)c(C)sc2n1
  A = ?; B = -10%; C = -4%; D = 9%; E = -1%[59 µM]; F = -4%; G = -1%; H = 14%[12.4 µM]; I = -17%

Cc1ccc(S(=O)(=O)N/N=C\c2ccc([N+](=O)[O-])o2)cc1C
  A = 15%; B = -5%; C = -16%; D = -20%; E = 79%[activator]; F = -1%; G = 3%; H = -6%; I = -17%

O=C1C2CC=CCC2C(=O)N1c1nccs1 (configuration not stated)
  A = -15%; B = /; C = -13%; D = /; E = /; F = /; G = -3%; H = /; I = -3%

CC(=O)OC[C@H]1O[C@@H](n2ccc(=O)[nH]c2=S)C(OC(C)=O)C1OC(C)=O (some centres not stated)
  A = 11%; B = -12%; C = -11%; D = 9%; E = -1%[59 µM]; F = 1%; G = 0%; H = -2%; I = -19%

CCn1c(SCc2ccc(Cl)cc2)nc2nc3c(cc2c1=O)CCCC3
  A = 17%; B = 19%; C = -7%; D = 20%; E = 5%[59 µM]; F = -8%; G = -26%; H = 2%; I = 5%

CCOc1ccccc1NC(=O)CN(c1cc(C)cc(C)c1)S(=O)(=O)c1c(C)noc1C
  A = -15%; B = 4%; C = 3%; D = ?; E = 15%; F = -2%; G = -10%; H = -2%; I = -16%

COc1ccc(CC2(CO)CCN(S(=O)(=O)N(C)C)CC2)cc1
  A = -5%; B = -15%; C = 0%; D = 0%; E = 8%; F = -3%; G = -2%; H = -1%; I = -14%

OC(CNCc1ccccc1)c1ccccc1 (configuration not stated)
  A = -11%[58.9 µM]; B = 6%; C = -1%; D = 16%; E = -5%; F = -1%; G = -3%; H = 2%; I = -13%

CC(=O)Oc1ccc2c(c1)cc(C)n2C
  A = 7%; B = 11%; C = 1%; D = -1%; E = 5%[59 µM]; F = 1%; G = -25%; H = 1%; I = -14%

COc1ccccc1N(C(=O)c1snc(C(N)=O)c1N)C(C(=O)NCc1ccccc1)c1ccc(C)o1 (configuration not stated)
  A = 18%; B = -1%; C = 0%; D = 2%; E = 17%; F = -2%; G = -7%; H = -7%; I = -9%

Cc1cccnc1CC(C)NC(=O)c1cc(COc2cncc(Cl)c2)on1 (configuration not stated)
  A = -26%; B = 1%; C = -13%; D = 15%; E = 50%[activator]; F = 2%; G = 3%; H = 33%; I = -9%

CCN(Cc1ccccc1)S(=O)(=O)c1ccc(F)c(C(=O)Nc2ccc(C(C)C)cc2)c1
  A = 6%; B = 15%; C = -13%; D = 11%; E = 4%[59 µM]; F = -5%; G = -5%[60.1 µM]; H = /; I = -9%

# Some entries already given, limited to APEX1 inh:
molecule	APEX1 inh
Cc1cc(C)cc(NC(=O)CCN2CCCC2)c1	1%
Cc1cccnc1CC(C)NC(=O)c1cc(COc2cncc(Cl)c2)on1 (configuration not stated)	33%

# Next section:
# Field names: A = POLI inh; B = BAZ2B inh; C = Pol eta inh; D = Pol beta inh; E = G9a block; F = BLM helicase inh; G = Pol kappa inh; H = APEX1 inh; I = JMJD2A Tudor
CN(C(=O)c1ccc2c(c1)C(=O)N(CCC1=CCCCC1)C2=O)C1CCCCC1
  A = 19%; B = 7%; C = -22%; D = ?; E = ?; F = -1%; G = -5%; H = 10%; I = -13%

Cc1ccc(CN2CCN(C3CCN(C(=O)c4ccccc4)CC3)C(=O)C2=O)cc1
  A = 19%; B = -1%; C = -22%; D = 0%; E = 7%[59 µM]; F = -2%; G = -2%; H = /; I = 4%

O=C(OCCNc1ncc(C(F)(F)F)cc1Cl)c1ccc(S(=O)(=O)N2CCOCC2)cc1
  A = -2%; B = -1%; C = -10%; D = 1%; E = -3%; F = -7%; G = -14%; H = ?; I = -8%

Cc1ccc(-c2csc3nc(CN(C)Cc4ccccc4)[nH]c(=O)c23)cc1
  A = -7%; B = /; C = -12%; D = -1%; E = ?; F = -7%; G = 6%; H = -6%; I = -18%

COc1cc(NC(=O)C(Cc2ccccc2)NS(=O)(=O)c2cccc3nsnc23)cc(OC)c1 (configuration not stated)
  A = 6%; B = /; C = -10%; D = 39%; E = -23%[59 µM]; F = -8%; G = 0%; H = /; I = -26%

O=C(Nc1ccc(C(=O)O)cc1)/C(=C\c1ccccc1)NC(=O)c1ccco1
  A = 10%; B = 22%; C = -5%; D = -1%; E = -2%[59 µM]; F = -3%; G = -9%; H = 87%[activator][12.4 µM]; I = -9%

CC(=O)Nc1cccc(OCCCOc2ccc([N+](=O)[O-])cc2)c1
  A = ?; B = -17%; C = -15%; D = 18%; E = 20%; F = -5%; G = 1%; H = 6%; I = -1%

CCCc1cc(=O)oc2cc(C)cc(OCC(=O)Nc3ccccn3)c12
  A = 61%[activator]; B = -10%; C = -19%; D = -1%; E = 17%; F = -8%; G = 6%; H = 46%[activator]; I = -14%

COc1ccccc1N1CCN(C(=O)CSc2nnc(C)n2C2CC2)CC1
  A = 2%; B = /; C = 0%; D = /; E = /; F = /; G = -1%; H = 12%; I = -6%

CCOC(=O)c1oc2ccccc2c1NC(=O)C(C)(C)C
  A = 22%; B = 0%; C = -21%; D = 2%; E = 11%; F = -10%; G = 7%; H = -6%; I = 19%

Cc1cccc(NC(=O)c2ccc(C(=O)Nc3cccc(C)c3C)cc2)c1C
  A = 16%; B = 3%; C = -15%; D = -1%; E = -28%[59 µM]; F = -3%; G = -8%; H = /; I = -20%

O=C(Cc1ccccc1F)N1CCN(S(=O)(=O)c2ccc(Cl)cc2)CC1
  A = 10%; B = -2%; C = -7%; D = /; E = ?; F = /; G = 20%; H = -9%; I = 2%

CC(=O)Nc1nnc(SCC(=O)NCc2ccc3c(c2)OCO3)s1
  A = -13%; B = -4%; C = -1%; D = 2%; E = /; F = 2%; G = 0%; H = 13%; I = -17%

O=C(O)c1ccccc1C(=O)Nc1c(-c2ccccc2)nc2ccccn12
  A = -20%; B = -1%; C = -3%; D = 23%; E = /; F = -8%; G = -9%; H = -5%; I = -13%

CC(C)CN(Cc1c(O)ccc2c3c(c(=O)oc12)CCC3)CC(C)C
  A = 18%; B = 0%; C = -7%; D = 30%[activator]; E = 90%[activator][59 µM]; F = 3%; G = -8%[60.1 µM]; H = 1%; I = -5%

Cc1cc(C)c2nc(Cl)c(CN(Cc3ccco3)C(=O)Nc3ccccc3C)cc2c1
  A = 89µM*; B = -4%; C = -7%; D = 1%; E = -13%[59 µM]; F = -4%; G = -8%; H = -1%; I = -17%

O=C(c1ccc(Br)o1)N1CCN(Cc2ccc3c(c2)OCO3)CC1
  A = -4%; B = 7%; C = -2%; D = -31%; E = -18%; F = -2%; G = -22%; H = -12%; I = -22%

Cc1ccc(S(=O)(=O)N2CCN(C(=O)C3COc4ccccc4O3)CC2)cc1C (configuration not stated)
  A = -10%[58.9 µM]; B = -32%; C = -10%; D = 0%; E = ?; F = -1%; G = -19%; H = -1%; I = -14%

Cn1cnnc1SCc1cccc(Br)c1
  A = 11%; B = -33%; C = 6%; D = 37%; E = -17%[59 µM]; F = 3%; G = -13%; H = 2%; I = 4%

O=C(CNS(=O)(=O)c1ccccc1)N1CCc2ccccc2C1
  A = 86%[activator]; B = 7%; C = -7%; D = 27%; E = /; F = 0%; G = -14%; H = -11%; I = -10%

Cn1c(=O)c2c(nc(Sc3ncnn3CC(=O)NC(C)(C)C)n2C)n(C)c1=O
  A = 46%[activator]; B = -4%; C = -11%; D = 0%; E = 8%; F = 3%; G = -8%; H = 0%; I = -2%

CCOC(=O)c1ccc(NC(=O)CN(Cc2ccc(C)cc2)S(=O)(=O)c2ccc(C)cc2)cc1
  A = ?; B = 3%; C = -21%; D = 1%; E = 15%[59 µM]; F = -12%; G = -6%; H = /; I = -12%

CC(=O)Nc1ccc(S(=O)(=O)Nc2cccc(-c3nc4ccccc4o3)c2)cc1
  A = 25%; B = -6%; C = -1%; D = -5%; E = -6%[12.7 µM]; F = -4%; G = -12%; H = -1%; I = -21%

CCOC(=O)c1c(NC(=O)CSc2nc3ccccc3o2)sc(C)c1C
  A = 26%; B = -5%; C = -16%; D = 20%; E = 11%[2.33 µM]; F = -9%; G = ?; H = 20%; I = -4%

Cc1cc2nc(-c3ccc[nH]c3=O)[nH]c2cc1C
  A = -12%; B = -22%; C = -6%; D = -27%; E = 1%; F = 0%; G = -22%; H = 29%; I = -6%

O=C(Nc1ccc2c(c1)OCCO2)C1CC1c1ccccc1 (configuration not stated)
  A = 12%; B = -10%; C = -27%; D = -2%; E = 6%[59 µM]; F = -4%; G = -5%; H = 2%; I = -20%

Cc1cccc(NC(=O)c2nc(-c3ccccc3)n(-c3ccccc3)n2)c1C
  A = 6%; B = -9%; C = -10%; D = 1%; E = 20%[12.7 µM]; F = -8%; G = -1%; H = 12%; I = -16%

CC1(C)CC(=O)C(C(=O)/C=C/c2ccco2)C(=O)C1
  A = 10%; B = ?; C = -8%; D = 11µM*; E = 23%[12.7 µM]; F = -6%; G = -5%; H = -6%; I = ?

Cc1cc(C)cc(NC(=O)C2CCN(S(=O)(=O)c3ccc4c(c3)NC(=O)C(C)S4)CC2)c1 (configuration not stated)
  A = 36%[activator]; B = -15%; C = -26%; D = -1%; E = /; F = -8%; G = -8%; H = -9%; I = -11%

COc1ccccc1NCC(=O)NNC(C)C(=O)Nc1cccc(Cl)c1 (configuration not stated)
  A = 6%; B = -18%; C = 0%; D = 34%; E = 1%; F = -3%; G = -6%; H = -2%; I = -29%

COc1ccc(/C=N\Nc2ccc([N+](=O)[O-])cc2)c(C(=O)O)c1OC
  A = -19%; B = -23%; C = -7%; D = 9%; E = ?; F = -2%; G = -18%; H = -1%; I = -14%

CCN(Cc1cnn(C)c1)C(=O)c1cc(COc2cc(C)c(Cl)c(C)c2)on1
  A = 4%; B = -19%; C = ?; D = -10%; E = 1%; F = -5%; G = -3%; H = -13%; I = -11%

# Screening results as filed in PubChem BioAssay.
